Screens: PubChem BioAssay, several laboratories
HIF act: HIF pathway transcriptional activators, primary screen, cell-based, U2OS HRE-luciferase, luminescence. U2OS HRE-luciferase reporter; normalized: DMSO 0%, desferrioxamine 100%. activation, % at 7.5 µM (by protocol). hit rate 0.32% among 300,000. AID 1910, 2009;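 active means mean activation of at least 10% of the iron chelator positive control signal, with at least half of replicates also reaching 10%; inconclusive means mean and replicate majority disagree about reaching 10%; inactive means mean and most replicates under 10%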
HSF-1 act: HSF-1 activators, primary screen, NIH3T3-HGL cells, MG132 stress, luminescence, single point; NIH3T3-HGL HSF-1 luciferase reporter, 8 h; 100% = twice DMSO control signal; activation, % at 9 µM; hit rate 1.7% among 300,000; AID 504408, 2011;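 active means mean replicate activation of at least 50% with a set share of replicates each reaching 50%; inconclusive means only one of those two conditions met; inactive means mean below 50% and too few replicates reaching it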;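 further: 0% = median of the neutral control wells and 100% = twice that signal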
AI-2 QS mod: Vibrio harveyi AI-2 quorum sensing modulators, primary screen, JMH597 strain, luminescence/OD600 ratio. Vibrio harveyi JMH597 AI-2 luminescence/OD600 ratio, 9 h; hits give low values; strain lacks LuxN and CqsS sensors; 0 = neutral-control median. activity change, % at 7.5 µM. hit rate 0.4% among 300,000; in the data active means activity change below about -75%, passing the limit was not always enough; inconclusive means no clear call, values can overlap the other calls;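 further: luminescence divided by OD600 gain over 9 h not by final OD600 alone; inactives centre near 13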
aSyn 5UTR inh: MLPCN primary screen, SNCA 5' untranslated region | AID 1813, 2009 | alpha-synuclein 5'UTR reporter, inhibitor activity | inhibition, % (tested at 7.5 µM) | hit rate 0.82% among 300,000; in the data active means inhibition above about 60%; inconclusive means no clear call, values can overlap the other calls;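 further: H4 neuroglioblastoma cells stably carrying SNCA 5'UTR luciferase fusion; 0% = DMSO wells and 100% = positive control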
HSF1 inhib: HSF1 inhibitors in luciferase reporter cells, primary screen, cell-based, NIH3T3, luminescence; hit rate 0.77% among 300,000; NIH3T3-HGL HSE-luciferase, MG132-induced, luminescence 8 h; hits give low values; activity change, negative = inhibition, % at 7.5 µM (by protocol); AID 2098, 2009;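 active means more than half of replicate wells show activity change below -50%, luminescence cut by over half; inconclusive means some wells, but at most half, below -50%; inactive means no replicate well below -50%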;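 further: luciferase reports HSF-1 transcriptional activity via heat shock element; 0% = median of DMSO wells and -100% = zero luminescence signal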
IEC-6 cytotox: cytotoxicity in IEC-6 intestinal epithelial cells, primary screen, cytotoxicity control for KLF5 inhibitor project, cell-based, luminescence | IEC-6 cytotoxicity, luminescence viability | inhibition, % at 5 µM | hit rate 0.78% among 290,000 | AID 1825, 2009; in the data active means inhibition above about 22%;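 further: 0% = plate median of test compound wells and 100% = cytotoxic reference compound wells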
HSP90 refold inh: HSP90 inhibitors, primary screen, cell lysate, luminescence | Rabbit reticulocyte lysate, luciferase refolding luminescence, 3 h | inhibition, % at 5.6 µM | Heat shock protein HSP 90 (rabbit reticulocyte lysate; luciferase refolding) | hit rate 0.91% among 290,000;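 active means inhibition above the screen-wide mean plus 3 SD, computed separately per campaign, cut at about 16% in these data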;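 further: 0% = DMSO wells and 100% = 60 µM geldanamycin wells; inhibitors lower the luminescence because luciferase stays unfolded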
KLF5 inhibitor: KLF5 expression inhibitors, primary screen, DLD-1 cells, luminescence | AID 1700, 2009 | hit rate 0.23% among 290,000 | inhibition, % at 5 µM | DLD-1 KLF5 promoter-luciferase reporter;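 active means inhibition above a per-plate limit of that plate's mean compound inhibition plus 3 SD, cut at about 60% in these data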;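 further: 0% = DMSO wells and 100% = LY294002 at 200 µM; higher means less KLF5 promoter-driven luciferase light; inactives centre near -14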
GSK3beta inhib: human GSK3beta kinase inhibitors, primary screen, biochemical, cell-free homogeneous, HTS; Glycogen synthase kinase-3 beta (Homo sapiens), P49841; GST-GSK3beta kinase, ADP-Glo luminescence, 60 min; hits give low values; activity score (negative = inhibition), % at 10 µM; hit rate 0.038% among 300,000;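 active means more than half of replicate wells score below -50%, meaning over 50% inhibition versus plate controls; inconclusive means some replicates but at most half score below -50%; inactive means no replicate scores below -50%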;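 further: 0% = median DMSO wells and -100% = median GW8510 positive control wells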
Target sequence (P49841 whole entry, looked up): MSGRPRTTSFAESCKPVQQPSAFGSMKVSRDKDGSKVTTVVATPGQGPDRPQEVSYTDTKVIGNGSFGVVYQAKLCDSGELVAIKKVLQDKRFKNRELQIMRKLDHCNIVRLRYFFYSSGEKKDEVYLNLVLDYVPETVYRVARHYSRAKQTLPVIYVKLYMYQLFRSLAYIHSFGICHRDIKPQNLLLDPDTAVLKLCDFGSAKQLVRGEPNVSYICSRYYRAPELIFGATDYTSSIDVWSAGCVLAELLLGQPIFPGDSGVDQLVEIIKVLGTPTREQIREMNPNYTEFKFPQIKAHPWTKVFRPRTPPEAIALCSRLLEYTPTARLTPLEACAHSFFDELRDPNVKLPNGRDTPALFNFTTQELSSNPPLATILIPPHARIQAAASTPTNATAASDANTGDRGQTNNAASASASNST
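Assay system: GST-fused GSK3beta enzyme, cell-free / Medium: Tris pH 7.5 buffer with MgCl2, DTT, BSA, heparin / Also added: peptide substrate plus 25 µM ATP (final) / Compound: 10 µM single point / Timing: kinase reaction with compound 60 min at room temperature / Detection: ADP-Glo luminescence / Benchmarks: DMSO neutral wells and GW8510 at 20 µM as positive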
GSK3A inh: blockers of GSK3A enzyme activity – biochemical, luminescence, cell-free homogeneous, HTS, primary screen. hit rate 0.1% among 320,000. inhibition, % at 10 µM. Glycogen synthase kinase-3 alpha (Homo sapiens), P49840. GSK-3 alpha kinase, ADP-Glo luminescence, 60 min;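 in the data active means inhibition above about 50%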;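 further: GST-tagged GSK-3 alpha with peptide substrate and 25 µM ATP; 0% = DMSO neutral wells and 100% = GW8510 positive control wells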
Target sequence (P49840 whole entry, looked up): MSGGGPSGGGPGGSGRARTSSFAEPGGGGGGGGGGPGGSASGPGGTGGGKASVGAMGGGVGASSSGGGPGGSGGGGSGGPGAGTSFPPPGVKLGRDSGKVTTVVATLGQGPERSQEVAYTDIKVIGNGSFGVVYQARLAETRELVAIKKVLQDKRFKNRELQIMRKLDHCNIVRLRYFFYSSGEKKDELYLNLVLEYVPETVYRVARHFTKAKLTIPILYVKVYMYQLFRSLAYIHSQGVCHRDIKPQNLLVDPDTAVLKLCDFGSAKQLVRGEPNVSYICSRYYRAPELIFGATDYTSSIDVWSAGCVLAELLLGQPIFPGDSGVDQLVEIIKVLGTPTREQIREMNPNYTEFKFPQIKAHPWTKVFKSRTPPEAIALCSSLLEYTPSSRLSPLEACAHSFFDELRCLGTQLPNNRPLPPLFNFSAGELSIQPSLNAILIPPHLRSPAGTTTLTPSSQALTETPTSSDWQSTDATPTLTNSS
The depositor's hits bear a star.

`Brc1ccc(/C=N/c2nc3ccccc3n2CCN2CCOCC2)cc1` gave HIF act 0.0, HSF-1 act 14, AI-2 QS mod 4, aSyn 5UTR inh -12, HSF1 inhib 2, IEC-6 cytotox -2, HSP90 refold inh -2, KLF5 inhibitor 8, GSK3beta inhib -6 and GSK3A inh -5.
`C=C(C)COc1ccc(-c2ncnc(C(F)(F)F)c2-c2ccccc2)c(O)c1` gave HIF act -0.1, HSF-1 act 18, AI-2 QS mod 11, aSyn 5UTR inh 17, HSF1 inhib -9, IEC-6 cytotox -12, HSP90 refold inh 4, KLF5 inhibitor -12, GSK3beta inhib 1 and GSK3A inh -4.
`COc1cccc(N2CCN(C(=O)CN(C)S(=O)(=O)c3ccc4c(c3)c(=O)n(C)c(=O)n4C)CC2)c1` gave HIF act -1.1, HSF-1 act 2, AI-2 QS mod 9, aSyn 5UTR inh -4, HSF1 inhib 1, IEC-6 cytotox 0, HSP90 refold inh 0, KLF5 inhibitor -10, GSK3beta inhib -2 and GSK3A inh -1.
CC(C)Cc1nnc(NC(=O)CCC(=O)NC2CCCCCC2)s1 was read as HIF act 0.4, HSF-1 act -11, AI-2 QS mod 19, aSyn 5UTR inh 18, HSF1 inhib -4, IEC-6 cytotox 6, HSP90 refold inh 4, KLF5 inhibitor 4, GSK3beta inhib -1 and GSK3A inh -4.
Cc1ccc(S(=O)(=O)c2cn(C)c3cc(N4CCN(C)CC4)c(F)cc3c2=O)cc1 was read as HIF act -0.6, HSF-1 act -3, AI-2 QS mod 16, aSyn 5UTR inh -18, HSF1 inhib -2, IEC-6 cytotox 3, HSP90 refold inh -7, KLF5 inhibitor -36, GSK3beta inhib 1 and GSK3A inh 0.
For Cc1[nH]c2ccccc2c1/C=N/NC(=O)CNC(=O)COc1ccccc1 the results were HIF act -0.3, HSF-1 act -17, AI-2 QS mod 10, aSyn 5UTR inh 6, HSF1 inhib -5, IEC-6 cytotox 1, HSP90 refold inh 7, KLF5 inhibitor 3, GSK3beta inhib 0 and GSK3A inh 1.
Screening O=C(Oc1cccc(C(=S)N2CCCCC2)c1)c1ccccc1 returned HIF act 0.1, HSF-1 act 8, AI-2 QS mod 24, aSyn 5UTR inh -7, HSF1 inhib -9, IEC-6 cytotox -4, HSP90 refold inh -3, KLF5 inhibitor -16, GSK3beta inhib -1 and GSK3A inh -4.
For Fc1ccccc1-c1nc(-c2ccncc2)no1 the results were HIF act 6.4, HSF-1 act 35, aSyn 5UTR inh -116, HSF1 inhib 21, IEC-6 cytotox -3, HSP90 refold inh 1, KLF5 inhibitor -140 and GSK3A inh 4.
Screening CC(=O)N1c2ccc(S(=O)(=O)NCCC(=O)NCCc3ccc(Cl)cc3)cc2CC1C (stereo not drawn) returned HIF act 0.0, HSF-1 act -2, AI-2 QS mod 10, aSyn 5UTR inh 8, HSF1 inhib -6, IEC-6 cytotox 0, HSP90 refold inh -1, KLF5 inhibitor -34, GSK3beta inhib 0 and GSK3A inh -2.
`COc1ccc(S(=O)(=O)N(C)CC(=O)NCc2ccccc2)cc1OC` gave HIF act -0.4, HSF-1 act -22, AI-2 QS mod -3, aSyn 5UTR inh -4, HSF1 inhib 4, IEC-6 cytotox 0, HSP90 refold inh 2, KLF5 inhibitor -11, GSK3beta inhib 0 and GSK3A inh -1.
O=C(COC(=O)c1cc(=O)[nH]c2ccccc12)NCc1cccs1 was read as HIF act -0.1, HSF-1 act -1, AI-2 QS mod 6, aSyn 5UTR inh -4, HSF1 inhib -8, IEC-6 cytotox -12, HSP90 refold inh -1, KLF5 inhibitor -15, GSK3beta inhib 4 and GSK3A inh -1.
COC(=O)c1ccccc1NC(=O)Oc1ccc(C(C)C)cc1 was read as HIF act -0.3, HSF-1 act 9, AI-2 QS mod 7, aSyn 5UTR inh -15, HSF1 inhib -9, IEC-6 cytotox 4, HSP90 refold inh 3, KLF5 inhibitor -10, GSK3beta inhib 0 and GSK3A inh -2.
For O=C(Nc1cccc(C(F)(F)F)c1)c1c(O)c2ccccc2[nH]c1=O the results were HIF act -19, HSF-1 act 29, AI-2 QS mod 16, aSyn 5UTR inh 4, HSF1 inhib 15, IEC-6 cytotox 8, HSP90 refold inh -1, KLF5 inhibitor 6, GSK3beta inhib 2 and GSK3A inh 10.
`COC(=O)c1ccccc1NC(=O)COc1ccccc1[N+](=O)[O-]` gave HIF act -0.1, HSF-1 act 0, AI-2 QS mod 31, aSyn 5UTR inh -42, HSF1 inhib -3, IEC-6 cytotox 6, HSP90 refold inh 4, KLF5 inhibitor -16, GSK3beta inhib -3 and GSK3A inh 5.
For CCCn1c(C)nc2c(c1=O)c1nc3ccccc3nc1n2CCC1=CCCCC1 the results were HIF act -0.3, HSF-1 act inconclusive, AI-2 QS mod 10, aSyn 5UTR inh 41, HSF1 inhib 24, IEC-6 cytotox 6, HSP90 refold inh -2, KLF5 inhibitor 3, GSK3beta inhib 0 and GSK3A inh 0.
`O=C(c1cc2nc(-c3ccco3)cc(C(F)(F)F)n2n1)N1CCN(c2ccccn2)CC1` gave HIF act 0.1, HSF-1 act -18, AI-2 QS mod 41, aSyn 5UTR inh 3, HSF1 inhib -10, IEC-6 cytotox -4, HSP90 refold inh 2, KLF5 inhibitor -10, GSK3beta inhib 0 and GSK3A inh 0.
For CCOC(=O)N1CCC(NC(=O)C2=CCN(S(=O)(=O)c3ccccc3)CC2)CC1 the results were HIF act -0.3, HSF-1 act -13, AI-2 QS mod 8, aSyn 5UTR inh -2, HSF1 inhib 2, IEC-6 cytotox 1, HSP90 refold inh -7, KLF5 inhibitor -12, GSK3beta inhib 2 and GSK3A inh -2.
COc1cccc(CNC(=O)c2ccc(CS(=O)c3ccccc3)o2)c1 (stereo not drawn) was read as HIF act 0.1, HSF-1 act 16, AI-2 QS mod -1, aSyn 5UTR inh 6, HSF1 inhib 7, IEC-6 cytotox 2, HSP90 refold inh -4, KLF5 inhibitor -5, GSK3beta inhib 3 and GSK3A inh 1.
`Clc1ccc(-n2cnnn2)cc1` gave HIF act 0.0, HSF-1 act -14, AI-2 QS mod 16, aSyn 5UTR inh 14, HSF1 inhib -5, IEC-6 cytotox 4, HSP90 refold inh 2, KLF5 inhibitor -17, GSK3beta inhib -1 and GSK3A inh -4.
For CN(C)C(=O)c1ccc(N/C=C(\C=O)c2nc3ccccc3o2)cc1 the results were HIF act -0.2, HSF-1 act 0, AI-2 QS mod 22, aSyn 5UTR inh -7, HSF1 inhib -1, IEC-6 cytotox 4, HSP90 refold inh 4, KLF5 inhibitor -8, GSK3beta inhib 3 and GSK3A inh -2.

Grouped by structure: the compounds so far with a Cl atom (2)
Screening CC(=O)N1c2ccc(S(=O)(=O)NCCC(=O)NCCc3ccc(Cl)cc3)cc2CC1C (stereo not drawn) returned HIF act 0.0, HSF-1 act -2, AI-2 QS mod 10, aSyn 5UTR inh 8, HSF1 inhib -6, IEC-6 cytotox 0, HSP90 refold inh -1, KLF5 inhibitor -34, GSK3beta inhib 0 and GSK3A inh -2.
`Clc1ccc(-n2cnnn2)cc1` gave HIF act 0.0, HSF-1 act -14, AI-2 QS mod 16, aSyn 5UTR inh 14, HSF1 inhib -5, IEC-6 cytotox 4, HSP90 refold inh 2, KLF5 inhibitor -17, GSK3beta inhib -1 and GSK3A inh -4.

More structures follow.
Screening O=C(CCC(=O)Nc1ccccc1)NNS(=O)(=O)c1ccc(Cl)cc1 returned AI-2 QS mod -12, IEC-6 cytotox -1, HSP90 refold inh -5, KLF5 inhibitor 2 and GSK3beta inhib 2.
`COCCNc1ncnc2nc[nH]c12` gave HIF act -0.3, HSF-1 act -8, AI-2 QS mod 7, aSyn 5UTR inh -17, HSF1 inhib -10, IEC-6 cytotox 2, HSP90 refold inh 2, KLF5 inhibitor -8, GSK3beta inhib -4 and GSK3A inh -1.
Screening S=C1NCN(Cc2cccnc2)CN1c1cccc(Cl)c1 returned AI-2 QS mod 12, IEC-6 cytotox -7, HSP90 refold inh 1, KLF5 inhibitor -1, GSK3beta inhib 1 and GSK3A inh -1.
For O=C(CCN1CCCCC1)NCNC(=O)CCN1CCCCC1 the results were HIF act 0.0, HSF-1 act -14, AI-2 QS mod 8, aSyn 5UTR inh 31, HSF1 inhib 2, IEC-6 cytotox 4, HSP90 refold inh 2, KLF5 inhibitor -44, GSK3beta inhib 0 and GSK3A inh -3.
For O=C1CS/C(=N/N=C\c2ccn[nH]2)N1 the results were HIF act -0.2, HSF-1 act -11, AI-2 QS mod 25, aSyn 5UTR inh -15, HSF1 inhib 4, IEC-6 cytotox 4, HSP90 refold inh 7, KLF5 inhibitor 9, GSK3beta inhib -3 and GSK3A inh 13.
O=C(O)CCNC(=O)c1ccc(Br)o1 was read as HIF act 0.0, HSF-1 act -24, AI-2 QS mod 22, aSyn 5UTR inh 18, HSF1 inhib -8, IEC-6 cytotox -9, HSP90 refold inh -2, KLF5 inhibitor -39, GSK3beta inhib -1 and GSK3A inh -1.
For Cc1nnc(SCC(=O)Nc2ccccc2)[nH]c1=O the results were HIF act -0.2, HSF-1 act 4, AI-2 QS mod 4, aSyn 5UTR inh 20, HSF1 inhib -1, IEC-6 cytotox 0, HSP90 refold inh -1, KLF5 inhibitor -22, GSK3beta inhib 4 and GSK3A inh -4.
`CNC(=O)[C@@H]1C[C@H]1[C@@H](NC(=O)OCc1ccccc1)c1ccccc1` gave HIF act -1.9, HSF-1 act 6, AI-2 QS mod 10, aSyn 5UTR inh 4, HSF1 inhib 8, IEC-6 cytotox 0, HSP90 refold inh 1, KLF5 inhibitor -13, GSK3beta inhib 1 and GSK3A inh 4.
For CCO[C@@H]1OC(C(=O)NCc2nc3ccccc3[nH]2)=C[C@H](C(C)(C)C)[C@H]1CCCO the results were HIF act 3.2, HSF-1 act -31, AI-2 QS mod 16, aSyn 5UTR inh 85*, HSF1 inhib -22, GSK3beta inhib -1 and GSK3A inh 0.
Screening N=c1n(CCN2CCCCC2)c2ccccc2n1CC(O)COc1ccccc1 (stereo not drawn) returned HIF act -0.1, HSF-1 act 13, AI-2 QS mod 38, aSyn 5UTR inh -24, HSF1 inhib 8, IEC-6 cytotox 14, HSP90 refold inh 3, KLF5 inhibitor 5, GSK3beta inhib -4 and GSK3A inh 1.
